# CHT inh – human CHT choline transport inhibition; Q9GZV3; CHT-expressing cells, membrane potential dye, choline response; active compounds read low; B-score at 10 µM; hit rate 0.86% among 310,000; AID 488975;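 active means B-score over 3 SD under the library average, and starting fluorescence ratio not unusually high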;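 further: choline stimulus applied at its EC90 after an EC20 pre-addition; B-score computed on integrated fluorescence ratio after choline addition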
# Target sequence (Q9GZV3 whole entry, looked up): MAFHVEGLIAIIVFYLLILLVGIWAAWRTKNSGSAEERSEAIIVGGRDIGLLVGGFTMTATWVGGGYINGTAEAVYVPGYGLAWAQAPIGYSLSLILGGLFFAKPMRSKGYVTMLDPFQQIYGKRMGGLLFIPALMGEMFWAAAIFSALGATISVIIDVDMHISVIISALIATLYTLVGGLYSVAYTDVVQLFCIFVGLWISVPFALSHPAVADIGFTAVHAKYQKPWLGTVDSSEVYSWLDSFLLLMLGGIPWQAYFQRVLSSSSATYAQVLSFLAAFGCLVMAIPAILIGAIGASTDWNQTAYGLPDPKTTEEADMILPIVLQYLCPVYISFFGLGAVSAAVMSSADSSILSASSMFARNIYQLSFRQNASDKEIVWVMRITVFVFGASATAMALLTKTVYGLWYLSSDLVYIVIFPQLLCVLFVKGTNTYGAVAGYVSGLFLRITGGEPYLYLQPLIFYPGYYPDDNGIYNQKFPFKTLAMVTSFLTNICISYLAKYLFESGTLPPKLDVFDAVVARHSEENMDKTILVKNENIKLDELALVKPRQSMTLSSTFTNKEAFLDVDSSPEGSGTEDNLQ
# STK33 kinase inh – blocks human STK33 kinase activity. Q9BYT3. purified STK33, MBP phosphorylation, ADP-Glo luminescence. inhibition, % at 10 µM. hit rate 0.073% among 320,000. AID 2661;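 active means inhibition at or above 25%, using the most active replicate where run in duplicate; inactive means inhibition below 25%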
# Target sequence (Q9BYT3 whole entry, looked up): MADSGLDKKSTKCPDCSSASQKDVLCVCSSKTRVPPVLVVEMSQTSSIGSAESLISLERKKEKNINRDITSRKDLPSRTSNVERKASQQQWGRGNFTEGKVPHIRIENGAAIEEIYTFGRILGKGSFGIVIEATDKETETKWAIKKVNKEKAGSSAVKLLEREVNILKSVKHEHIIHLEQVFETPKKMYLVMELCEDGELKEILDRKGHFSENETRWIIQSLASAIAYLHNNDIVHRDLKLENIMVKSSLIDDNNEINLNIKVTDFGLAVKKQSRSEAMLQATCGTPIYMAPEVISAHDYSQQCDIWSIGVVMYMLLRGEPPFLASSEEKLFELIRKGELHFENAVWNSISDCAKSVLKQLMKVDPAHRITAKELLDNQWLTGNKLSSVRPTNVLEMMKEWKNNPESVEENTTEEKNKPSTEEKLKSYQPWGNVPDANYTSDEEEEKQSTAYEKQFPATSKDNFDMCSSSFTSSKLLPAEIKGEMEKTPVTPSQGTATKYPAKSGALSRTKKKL
# CHT allo act – human CHT allosteric activation | CHT-expressing cells, membrane potential dye, choline EC20; active compounds read high; LV-AA mutant CHT in HEK293 cells | B-score at 10 µM | hit rate 0.49% among 310,000 | AID 488977;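 active means initial fluorescence not abnormally high and integrated response B-score, plate-corrected, over 3 SD above library mean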
# Active calls of the source: *; i = inactive; / = no result given.
SMILES,CHT inh,STK33 kinase inh,CHT allo act
CCN(CC(=O)Nc1c(F)cccc1F)C(=O)c1cc(S(=O)(=O)N(C)C)ccc1N1CCCC1,i,0.3,i
COc1ccc(-c2[nH]ncc2CN(C)Cc2cccnc2)c(OC)c1,i,-1.3,i
O=C1OCCN1c1c(-c2ccccc2)c(N2CCOCC2)nc2ccccc12,i,-0.3,i
CC(C)(C)C(=O)Nc1nnc(SCC(=O)Nc2nccs2)s1,i,0.9,i
Cc1cc(NC(=O)c2ccc3c(c2)C(=O)N(c2cccc(C)c2C)C3=O)no1,i,-1.8,i
Cc1cc(S(=O)(=O)Nc2ccc3cn[nH]c3c2)c(C)cc1Cl,i,-0.5,i
CC1(CCC(=O)N2CCCC(N3CCN(c4ccc(F)cc4)CC3)C2)CC1 (stereo not drawn),i,-1.0,i
O=C(Nc1cc(Cl)cc(Cl)c1)C(c1ccccc1)N1CCCCC1 (stereo not drawn),i,-1.3,i
COC(=O)c1c(NC(=O)C2CC(C)=C(C)CC2C(=O)O)sc2c1CCCCC2 (stereo not drawn),i,-1.2,i
CCOc1ccc(-c2nc(-c3ccncc3)no2)cc1OCC,i,-0.9,i
CNC(=O)Nc1ccccc1F,i,0.3,i
Cc1cc(C(F)(F)F)nc(SCC(=O)Nc2nccs2)n1,i,-1.2,i
CCC(CC)C1C(C#N)=C(N)Oc2n[nH]c(-c3ccccc3)c21 (stereo not drawn),i,-1.5,i
COc1ccccc1NC(=S)N1CCC(NC(=O)c2ccco2)CC1,i,/,i
CC(=O)NC1=NN(C(C)=O)C(C)(c2ccc(C)o2)S1 (stereo not drawn),i,4.0,i
COc1ccc(CSCC(=O)N/N=C/c2ccc(OCC(=O)NCc3ccco3)cc2)cc1,i,-0.9,i
CC(O)Cc1cn([C@@H](CCCCN)C(=O)N2CCNCC2)nn1 (stereo partly drawn),i,-0.5,i
Cc1nc(C)c(C(=O)C2=C(O)C(=O)N(CCN(C)C)C2c2ccccc2)s1 (stereo not drawn),i,0.0,i
CCOc1ccc(NC(=O)c2nnn(CC(=O)Nc3ccccc3OCC)c2N)cc1,i,-0.1,i
COc1cc(N(C)C)c(NC(C)=O)cc1C(=O)O,i,-0.5,i
O=C(CCn1c(=S)oc2ccccc21)Nc1ccccc1Br,i,-0.2,i
N#Cc1nc(COc2ccc(F)cc2)oc1N1CCC(Cc2ccccc2)CC1,i,0.4,i
CCOC(=O)N(CC)OC(=O)Nc1ccc(Cl)cc1,i,-1.3,i
O=c1c2oc3ccccc3c2ncn1Cc1ccc(Cl)cc1,i,-0.1,i
COc1ccc(S(=O)(=O)N[C@H](C(=O)O)C(C)C)cc1,i,-1.1,i

# Next part, starting with the last six of the part before.
SMILES,CHT inh,STK33 kinase inh,CHT allo act
COc1cc(N(C)C)c(NC(C)=O)cc1C(=O)O,i,-0.5,i
O=C(CCn1c(=S)oc2ccccc21)Nc1ccccc1Br,i,-0.2,i
N#Cc1nc(COc2ccc(F)cc2)oc1N1CCC(Cc2ccccc2)CC1,i,0.4,i
CCOC(=O)N(CC)OC(=O)Nc1ccc(Cl)cc1,i,-1.3,i
O=c1c2oc3ccccc3c2ncn1Cc1ccc(Cl)cc1,i,-0.1,i
COc1ccc(S(=O)(=O)N[C@H](C(=O)O)C(C)C)cc1,i,-1.1,i
O=C(Cc1ccc(Cl)cc1)NNS(=O)(=O)c1ccc([N+](=O)[O-])cc1,i,-0.6,i
COc1ccc(NC(=O)c2cnc(SC)n2-c2ccc(F)cc2)c(OC)c1,i,-2.0,i
C[C@]12CCC(=O)C=C1CC[C@@H]1[C@@H]2C(=O)C[C@@]2(C)[C@H]1CC[C@]2(O)C(=O)CO,i,-1.1,i
O=C(Cn1nc(C(F)F)cc1C(F)F)N/N=C/c1ccc2c(c1)OCO2,i,-0.6,i
CCN(CC)c1ccc(NC(=O)c2cccnc2)cc1,i,0.8,i
Cc1cc(C)cc(N(C(=O)CNC(=O)c2cccs2)C(C(=O)NC2CCCC2)c2cccnc2)c1 (stereo not drawn),i,-1.8,i
CCOc1ccc(NC(=O)CC(c2ccccc2)c2ccc(F)cc2)cc1 (stereo not drawn),i,-1.7,i
Cc1ccc(S(=O)(=O)C2(C(=O)N3CCCCC3C)CC2)cc1 (stereo not drawn),i,0.1,i
Cc1cc(F)ccc1S(=O)(=O)Nc1ccccc1C(=O)NCc1cccnc1,i,-1.1,i
O=C(O)CC1S/C(=N/N=C/C=C/c2ccccc2[N+](=O)[O-])NC1=O (stereo not drawn),i,0.3,i
COc1cc(CN2CCC(C)CC2)ccc1OCc1ccccc1,i,0.3,i
Cc1ccc(OCC(O)CNC2CCCC2)c(C)c1 (stereo not drawn),i,-1.4,i
O=C(Nc1nc2ccccc2s1)c1cccc(S(=O)(=O)N2CCc3ccccc32)c1,i,-2.0,i
N#Cc1c(Nc2ccccc2)c(/C=N/NCCO)c[nH]c1=O,i,-0.6,i
O=C(NC1CCCC1)NS(=O)(=O)c1ccccc1Cl,i,-1.9,i
COc1ccccc1OCC(=O)Nc1cccc(N(C)S(C)(=O)=O)c1,i,-0.7,i
Cc1cccc(N(C(=O)c2nsc(Cl)c2Cl)C(C(=O)NC2CCCC2)c2ccc(O)cc2)c1C (stereo not drawn),i,/,i
Cn1cnc([N+](=O)[O-])c1Oc1cccc(O)c1,i,-0.3,i
Cc1c(OCc2nn[nH]n2)ccc2c3c(c(=O)oc12)CCC(C)C3 (stereo not drawn),i,1.0,i
COC(=O)c1cn(CCOc2ccc(C)cc2)c2ccccc12,i,0.6,i
COc1ccc(-n2nc(C(=O)NCC(=O)N3CC(C)CC(C)C3)c3ccccc3c2=O)cc1 (stereo not drawn),i,0.3,i
CCN1CCN(C(=O)C2(NC(=O)Nc3ccccc3Cl)CCCCC2)CC1,i,-1.4,i
COc1ccc(C(=O)CSC2=C(C#N)C3(CCCCC3)C(C#N)=C(N)N2)cc1,i,-1.0,i
COc1ccc(CCNC(=O)CCCCCN2C(=O)c3ccccc3C2=O)cc1,i,-3.5,i
O=C(COc1ccc(Br)cc1)NNC(=S)NC(=O)c1ccccc1[N+](=O)[O-],i,1.6,i

# Overlap with the part before: 2 entries, then new ones.
SMILES,CHT inh,STK33 kinase inh,CHT allo act
COc1ccc(CCNC(=O)CCCCCN2C(=O)c3ccccc3C2=O)cc1,i,-3.5,i
O=C(COc1ccc(Br)cc1)NNC(=S)NC(=O)c1ccccc1[N+](=O)[O-],i,1.6,i
Fc1cccc(Cc2noc(CN3CCC(c4ccncc4)CC3)n2)c1,-5.6*,-1.1,i
Cc1ccc(-c2c(C)n([O-])c3c([n+]2=O)CCCCC3)o1,i,-2.9,i
COc1ccc(C(=O)NCC(=O)OCC(=O)c2cc(OC)c(OC)c(OC)c2)cc1OC,i,-0.1,i
CCC(C)NC(=O)C1CCN(S(=O)(=O)N2CCCC2)CC1 (stereo not drawn),i,-0.7,i
Cc1ccc2sc(N(CCN(C)C)C(=O)c3ccc(S(=O)(=O)N4CC(C)OC(C)C4)cc3)nc2c1C (stereo not drawn),i,2.0,i
COc1ccccc1/C=C/CN1CCCC(CO)(Cc2cccc(Cl)c2)C1 (stereo not drawn),i,-0.2,i
Cc1cccc(NC(=O)NNC(=O)CCc2ccccc2)c1,i,1.7,i
Cc1csc(SC(C)C(=O)NCC(=O)Nc2ccc(F)c(F)c2F)n1 (stereo not drawn),i,-1.1,i
CCN(c1ccccc1)S(=O)(=O)c1ccc(OCc2c(C)noc2C)cc1,i,-1.2,i
Cc1ccc(OCC(O)CNC(C)c2ccccc2)cc1C (stereo not drawn),i,-0.1,i
N#CCSCC(=O)Nc1ccccc1,i,-1.3,i
COc1ccc(N2CCN(Cc3nc4cc(Cl)ccc4c(=O)[nH]3)CC2)cc1,i,0.2,i
COc1ccc(CSCCN)cc1Cl,i,-1.7,i
COc1ccc(/C(N)=N/OC(=O)CCC2CCCC2)cc1OC,i,-1.5,i
O=Cc1ccccc1-n1cncn1,i,-2.8,i
COc1ccc(NC(=O)CN(C)C(=O)/C=C/c2cn(-c3ccccc3)nc2-c2ccc(F)cc2)cc1,i,-0.8,i
Cc1cc(C)n(CC(O)COc2ccc(C(C)C)c(C)c2)n1 (stereo not drawn),i,-2.0,i
Cc1nnc2ccc(N3CCCCC3)nn12,i,-0.6,i
CC(=O)NC(=S)Nc1cc(C(=O)O)ccc1Cl,i,-0.7,i
Cn1nnnc1SCc1ccccc1F,i,0.6,i
CN(CC(=O)Nc1ccccc1F)Cc1cccs1,i,-0.6,i
COc1cc2c(cc1NC(=O)CN1CCN(S(=O)(=O)c3ccccc3F)CC1)oc1ccccc12,i,-1.5,i
Cc1cc(C)c(S(=O)(=O)N(CC(=O)N2CCCC2)C2CCCCC2)c(C)c1,i,-1.0,i
CC(=O)c1ccc(NC(=O)CNC2CCCCC2)cc1,i,2.6,i
Cc1cccc(N2CCN(C(=O)c3ccccc3NC(=O)C3CCCCC3C(=O)O)CC2)c1 (stereo not drawn),i,0.1,i

# Continuation.
SMILES,CHT inh,STK33 kinase inh,CHT allo act
O=C(c1csc(Nc2cccc3ccccc23)n1)N1CCCC1,i,-2.0,i
CN(CC(=O)Nc1cc(S(=O)(=O)N2CCCC2)ccc1Cl)Cc1cccs1,i,0.0,i
CCOC(=O)c1ccc(-n2ncc(C(=O)OCC)c2N)cc1,i,0.3,i
O=C(Nc1ccccc1)C(Cc1ccccc1)NC(=O)C12CC3CC(CC(C3)C1)C2 (stereo not drawn),i,-1.4,i
N#C/C(C(=O)N1CCOCC1)=C1/SC(Cc2ccc(F)cc2)C(=O)N1c1ccccc1 (stereo not drawn),i,1.0,i
COc1ccc(/C=N/n2cnn(Cc3ccccc3Cl)c2=S)cc1OC,i,1.3,i
Cc1ccccc1-n1c(SCC(=O)Nc2c(C)cccc2C)nc(O)cc1=O,i,-1.6,i
CC(C)C(=O)NNC(=O)CN1CCN(c2nc(-c3ccccc3)cs2)CC1,i,-0.4,i
COc1ccc(Cl)cc1NC(=S)N(Cc1ccc(C(=O)O)cc1)Cc1ccc(OC)c(OC)c1,i,-3.7,i
COc1ccc(/C=C/C(=O)OCC(=O)NCCC2=CCCCC2)cc1S(=O)(=O)N1CCOCC1,i,-1.9,i
COc1ccccc1N1CCN(C(=O)COc2cc(C)cc3oc(=O)cc(C)c23)CC1,i,-1.6,i
COc1cccc(NC(=O)CCNS(=O)(=O)c2cccc3nonc23)c1,i,-0.1,i
COCCn1c(Cc2ccccc2)nnc1SCC(=O)Nc1cc(C)on1,i,0.6,i
CCCNC(=O)CN(CCc1ccccc1)S(C)(=O)=O,i,-0.5,i
CCOc1cc(/C=C(\C#N)C(=O)Nc2cccc(C(=O)O)c2)cc(Br)c1OC(=O)c1ccc(OC)cc1,i,0.8,i
O=C(c1cc2ccccc2cc1O)N1CCCC1,i,-0.7,i
Cc1[nH]c2ccccc2c1C(=O)COC(=O)C1CC(=O)N(Cc2ccco2)C1 (stereo not drawn),i,-0.6,i
CCOc1ccccc1NC(=O)CN1CCC(C(=O)c2ccc(OC)cc2)CC1,i,-0.3,i
COC(=O)c1cc(-c2cccs2)nc2ccccc12,i,1.6,i
COc1cc(-c2nnc(SCC(=O)N(Cc3ccccc3)C(C)(C)C)o2)cc(OC)c1OC,i,0.3,7.9*
Cc1ccnc(NC(=O)C2CCN(S(=O)(=O)c3cccc(C(F)(F)F)c3)CC2)c1,i,-0.4,i
O=C(COc1ccc(C(=O)O)cc1)Nc1cccc(C(F)(F)F)c1,i,-0.4,i
O=C1OC2(O)C3C4C=CC(C4)C3C(=O)N2c2ccccc21 (stereo not drawn),i,0.0,i
COc1cc(C(=O)OC(C)CN2CCCCC2)cc(OC)c1OC (stereo not drawn),i,-0.4,i
CCCn1c(SCC(=O)Nc2cccc(C(=O)OCC)c2)nnc1-c1ccoc1C,i,-0.9,i

# Carrying on.
SMILES,CHT inh,STK33 kinase inh,CHT allo act
O=C(NCCSc1ccc(Br)cc1)c1ccccc1,i,-1.1,i
COc1ccc(NC(=O)CN(C)C(=O)CSc2ccc3c(c2)OCCO3)cc1,i,0.1,i
Cc1cc(NC(=O)CCC(=O)N(Cc2ccco2)C(C(=O)NC2CCCC2)c2ccc(F)cc2)no1 (stereo not drawn),i,1.7,i
CC1CCc2ccc(F)cc2N1S(=O)(=O)c1cccs1 (stereo not drawn),i,1.1,i
COc1ccc(C(=O)CSc2ccccc2C(=O)O)cc1,i,-2.8,i
Cc1cc(C(F)F)n2nc(C(=O)Nc3ccccc3Br)nc2n1,i,-0.1,i
O=C(C1CCC1)N1CCc2cc(S(=O)(=O)NCCN3CCN(c4ccccc4F)CC3)ccc21,i,0.9,i
CCOC(=O)c1csc(NC(=O)c2cc(=O)c3ccccc3o2)n1,i,-1.6,i
Cc1cccc(Nc2ncc3c(n2)CC(C)CC3=O)c1 (stereo not drawn),i,-1.8,i
Cc1ccc(NC(=O)CSc2nc(-c3ccco3)cc(C(F)(F)F)n2)cc1C,i,-0.3,i
CC(CNC(=O)C1CCCCC1C(=O)O)c1ccccc1 (stereo not drawn),i,-2.3,i
O=C(CSc1nnc(NC2CCCCC2)s1)Nc1ccc(N2CCOCC2)cc1,i,-1.9,i
CC1CCN(CC(=O)Nc2ccc(S(=O)(=O)N3CCCC(C)C3)cc2)CC1 (stereo not drawn),i,-0.8,i

# Record cards, from the list above.
# Entry for CCOC(=O)c1csc(NC(=O)c2cc(=O)c3ccccc3o2)n1 = CHT inh = i; STK33 kinase inh = -1.6; CHT allo act = i
# Entry for Cc1cc(NC(=O)CCC(=O)N(Cc2ccco2)C(C(=O)NC2CCCC2)c2ccc(F)cc2)no1 (stereo not drawn) = CHT inh = i; STK33 kinase inh = 1.7; CHT allo act = i
